DAX1 inh-1 = DAX1 (NR0B1) inhibitors, primary screen, cell-based, HEK293, Gal4-DAX1, luciferase luminescence; Nuclear receptor subfamily 0 group B member 1 (Homo sapiens), P51843; HEK293 Gal4-DAX1 luciferase reporter; inhibition, % at 6.75 µM; 340,000 compounds, 0.99% hits; AID 504766, 2011;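 active = inhibition above the mean over all tested compounds plus 3 SD, cut at about 4.2% in these data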;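 note: 0% = DAX1-transfected cells with DMSO and 100% = empty-vector control cells with DMSO; inhibition shows as a rise in luminescence from relieved DAX1 repression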
Target sequence (P51843 207-470 limits assumed): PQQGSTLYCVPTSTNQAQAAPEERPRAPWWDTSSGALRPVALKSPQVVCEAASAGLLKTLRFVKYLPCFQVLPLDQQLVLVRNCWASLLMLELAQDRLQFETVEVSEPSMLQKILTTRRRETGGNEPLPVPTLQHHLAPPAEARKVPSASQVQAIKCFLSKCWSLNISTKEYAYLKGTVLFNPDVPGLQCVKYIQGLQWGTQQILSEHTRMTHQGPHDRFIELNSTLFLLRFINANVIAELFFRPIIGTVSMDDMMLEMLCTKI
MBD2 inh = inhibitors of MBD2 binding to methylated DNA, primary screen, biochemical, TR-FRET, DNA-binding domain, human; inhibition, % at 4.4 µM; AID 686964, 2013; Methyl-CpG-binding domain protein 2 (Homo sapiens), Q9UBB5; 370,000 compounds, 0.31% hits; MBD2 binding to methylated oligonucleotide; in the data active = inhibition above about 13%
PLCb3 inh = human PLC-beta3 inhibitors, primary screen, biochemical, fluorescence | 370,000 compounds, 0.18% hits | inhibition, % at 12.2 µM | AID 720704, 2013 | Purified PLC-beta3, fluorogenic substrate | 1-phosphatidylinositol 4,5-bisphosphate phosphodiesterase beta-3 (Homo sapiens), Q01970; in the data active = inhibition above about 11%;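 note: 0% = median of compound wells on plate and 100% = full blocker control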
hgDAF12 agonist = H. glycines DAF-12 receptor agonists, primary screen, cell-based, luminescence, HEK293, GAL4 fusion, UAS-luciferase. HEK293 GAL4-hgDAF12 UAS-luciferase reporter, agonist luminescence; normalized to butyrate control. Nuclear hormone receptor DAF-12 (Heterodera glycines), GAL4 fusion. 370,000 compounds, 1.8% hits. activation, % at 6.8 µM;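 active = activation above a cutoff set at the mean of all screened compounds plus 3 SD, cut at about 10% in these data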;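 note: 0% = DMSO wells and 100% = sodium butyrate wells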
hcDAF-12 act = H. contortus DAF-12 nuclear receptor activators, primary screen, cell-based, luminescence, HEK293, lit1-tk-luc reporter. AID 652067, 2013. HEK293 hcDAF-12 lit1-tk-luc reporter; 0% DMSO, 100% Δ7-dafachronic acid. 370,000 compounds, 1.4% hits. activation, % at 6.8 µM;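 active = activation above the mean of all tested compounds plus 3 SD, cut at about 5.5% in these data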;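 note: 100% = response to 3 µM Δ7-dafachronic acid high control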
ADAM17 inh = ADAM17 inhibitors, primary screen, biochemical, QFRET; recombinant ADAM17, EDANS/DABCYL FRET peptide cleavage; 370,000 compounds, 0.83% hits; inhibition, % at 6.95 µM;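 active = inhibition above the mean of compounds lying between control limits plus 3 SD, set per campaign, cut at about 8.5% in these data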;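 note: 0% = DMSO-only wells as the low control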
Target sequence (P78536 215-824 limits assumed): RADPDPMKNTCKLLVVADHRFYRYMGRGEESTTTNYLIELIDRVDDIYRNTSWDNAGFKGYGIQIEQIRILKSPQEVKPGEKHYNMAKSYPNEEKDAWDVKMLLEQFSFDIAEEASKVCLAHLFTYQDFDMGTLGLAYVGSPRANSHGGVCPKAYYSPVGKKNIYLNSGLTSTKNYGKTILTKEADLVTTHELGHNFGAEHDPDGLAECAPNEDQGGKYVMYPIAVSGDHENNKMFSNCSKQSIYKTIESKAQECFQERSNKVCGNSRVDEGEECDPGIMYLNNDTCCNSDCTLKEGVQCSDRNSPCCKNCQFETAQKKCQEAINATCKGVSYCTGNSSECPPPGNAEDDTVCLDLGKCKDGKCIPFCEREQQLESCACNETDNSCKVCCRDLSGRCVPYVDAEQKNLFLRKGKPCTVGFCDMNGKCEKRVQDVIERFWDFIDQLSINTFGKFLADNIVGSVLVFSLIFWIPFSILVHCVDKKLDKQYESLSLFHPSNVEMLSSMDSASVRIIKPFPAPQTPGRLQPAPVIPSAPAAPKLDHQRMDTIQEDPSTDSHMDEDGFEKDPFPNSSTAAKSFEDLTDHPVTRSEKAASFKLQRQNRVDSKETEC
Rev-erbA mod = modulators of Rev-erb alpha DNA binding, primary screen, biochemical, FITC-DNA, fluorescence polarization, uHTS | Nuclear receptor subfamily 1 group D member 1 (Homo sapiens), P20393 | Rev-erbα–FITC-DNA binding, 90 min | activity, % at 10 µM | 370,000 compounds, 0.79% hits | AID 1259318, 2017;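 active = activity above about 14%, limit read from the data; passing the limit was not always enough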;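 note: 0% = DMSO wells with 35 nM protein and 100% = DMSO wells with 750 nM protein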
DAX1 inh-2 = DAX1 (NR0B1) inhibitors on StAR promoter, primary screen, cell-based, luminescence, SF-1 (NR5A1), full-length DAX-1; HEK293T StAR-luciferase reporter, SF-1/DAX-1 repression relief; inhibition, % at 6.8 µM; 370,000 compounds, 1.1% hits; AID 652010, 2013;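 active = inhibition above the mean over all tested compounds plus 3 SD, cut at about 3.6% in these data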;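 note: 0% = DAX-1 cells with DMSO and 100% = cells lacking DAX-1 with DMSO; higher inhibition means more luminescence from relief of DAX-1 repression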
PLC-gamma1 inh = PLC-gamma1 enzyme inhibitors, primary screen, biochemical, fluorescence, purified enzyme | 1-phosphatidylinositol 4,5-bisphosphate phosphodiesterase gamma-1 (Homo sapiens), P19174 | fluorogenic substrate | AID 720700, 2013 | inhibition, % at 12.2 µM | 370,000 compounds, 0.84% hits; in the data active = inhibition above about 9.5%
ssDAF-12 act = S. stercoralis DAF-12 nuclear receptor activators, primary screen, cell-based, luminescence, HEK293, GRIP1 co-expression, lit1-tk-luc | HEK293 ssDAF-12/GRIP1 lit1-tk-luc reporter; % of 3 µM dafachronic acid response | activation, % at 6.8 µM | 370,000 compounds, 1% hits | AID 652126, 2013;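 active = activation above the mean over all tested compounds plus 3 SD, cut at about 0.9% in these data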;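 note: 0% = DMSO-only wells and 100% = 3 µM delta7-dafachronic acid wells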
SMARCA2 activ = SMARCA2 (BRM) function activators, primary screen, cell-based, luminescence, high throughput; MG213 cells, MMTV-luciferase reporter, dexamethasone, overnight; activation, % at 9.1 µM; 370,000 compounds, 1% hits; in the data active = activation above about 7.8%;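 note: 0% = vehicle wells and 100% = reference activator wells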
* = called active by the depositor; · = not tested or not shown.

SMILES	DAX1 inh-1	MBD2 inh	PLCb3 inh	hgDAF12 agonist	hcDAF-12 act	ADAM17 inh	Rev-erbA mod	DAX1 inh-2	PLC-gamma1 inh	ssDAF-12 act	SMARCA2 activ
COC(=O)CNC(=O)CSc1nc2sccc2c(=O)n1-c1ccccc1	-0.2	-7	-6	1.5	1.3	1	-3	-0.2	-2	-1.3	-1
CCOC(=O)N1CCN(Cc2nc3cc(NC(=O)c4ccco4)ccc3n2CC)CC1	-0.1	3	-10	0.8	0.2	-2	-1	1.5	-3	-1.2	0
O=C(c1ccco1)c1cn(CC(=O)N2CCCC2)c2ccccc12	1.2	-1	-8	-0.5	-1.1	-6	-5	0.6	-1	-0.6	-2
Cc1ccc(-c2nnc(SCC(=O)Nc3ccc(Oc4ccccc4)cc3)n2-c2ccc(Cl)cc2)cc1	·	-5	5	-1.5	-0.1	3	-4	-1.1	1	-0.8	-5
Cc1ccc(C(=O)N2CCN(S(=O)(=O)c3cc(Br)ccc3Br)CC2)o1	0.2	2	-6	0.8	-0.3	-3	16	-0.1	1	-1.1	4
CCOC(=O)c1c(CN2CCN(c3ccccc3)CC2)oc2cc(Br)c(O)cc12	0.7	-2	-7	0.9	-2.2	7	8	-0.3	3	-0.7	-3
O=C(OC1CCN(c2ncc(C(F)(F)F)cc2Cl)CC1)c1ccccc1	0.5	2	3	-0.2	-0.2	-6	3	-0.6	0	-1.2	-1
CCOC(=O)c1c(/N=C/N(C)C)sc(C(=O)OC)c1C	-0.6	0	6	-0.8	-1.1	-1	-2	-0.1	-1	-0.9	1
CC(=O)Nc1ccc(S(=O)(=O)N2CCC(NC(=O)C(Cc3ccc(C)cc3)NC(C)=O)CC2)cc1 (stereo unspecified)	1.5	1	-1	-1.6	-0.7	-1	-7	-0.1	-4	-1.0	-2
CC1CN(C(NC(=O)c2ccccc2)C(Cl)(Cl)Cl)CC(C)O1 (stereo unspecified)	-0.6	-4	-3	-0.7	1.0	-2	0	-0.6	1	-1.7	1
CCn1c(COc2ccc(C)cc2)nnc1SCC(=O)c1ccc(-c2ccccc2)cc1	·	3	2	0.7	-3.6	2	2	-2.5	1	-1.4	-5
O=C(CCCc1nc(-c2ccccc2Cl)no1)NC1CCCC1	-1.9	2	-6	-17	-9.6	-4	-9	-1.5	7	-3.0	-6
N#C/C(=C\c1ccc(-c2ccccc2[N+](=O)[O-])o1)C(N)=O	-2.4	-10	-24	7.0	2.1	-25	-2	0.5	-7	-1.1	-4
Cc1c(C(=O)/C=C/c2cccs2)oc2ccc(F)cc12	2.0	-7	-2	12*	8.3*	0	7	0.0	-1	0.2	2
CCc1cc2c(cc3c(=O)n(CC(=O)NCCCN(CC)CC)nc(CC)n32)s1	1.0	-1	-3	1.8	-0.7	-4	·	-0.7	0	-0.9	1
Cc1ccc(-c2noc(CSc3nnc(Cc4ccccc4)n3-c3ccc(Cl)cc3)n2)cc1	-0.2	8	-1	-1.8	0.7	5	2	0.0	0	-1.7	-4
COc1ccc(C)cc1NC(=O)C(NC(=O)c1cc(OC)c(OC)c(OC)c1)C(C)C (stereo unspecified)	0.4	2	0	0.0	-1.1	-3	3	-0.5	1	-0.2	0
CCOC(=O)c1ccc(NC(=O)CC2C(=O)N(c3cccc(OC)c3)C(=O)N2CCOC)cc1 (stereo unspecified)	0.4	2	0	-2.6	-0.1	-2	-2	0.0	1	-1.6	1
N#Cc1cccc(NC(=O)O[C@@H]2CC[C@@]34CCCN3C(=O)CCC[C@H]4C2)c1	·	1	3	-1.2	-0.4	-1	3	·	-2	-2.0	·
Cn1c2ccc(F)cc2c2ncn(CC3CCCO3)c(=O)c21 (stereo unspecified)	1.4	6	-16	0.3	0.9	-54	-1	0.2	-4	-1.1	-2
O=C(NCCCN1CCOCC1)c1ccc(N2CCOCC2)c([N+](=O)[O-])c1	0.2	-6	-5	3.6	1.1	-4	1	3.2	1	-0.6	4
CCOC(=O)C(Cc1c[nH]c2cc([N+](=O)[O-])ccc12)(NC(C)=O)C(=O)OCC	-0.6	-1	10	-4.5	0.6	7	2	-0.2	-1	-0.8	-4
Cc1nnsc1C(=O)Nc1cccc(Cl)c1C	0.5	-5	-7	0.0	-1.1	2	-3	0.2	5	-1.7	-1
CC(=O)c1ccc(NC(=O)c2cc(C)nc3ccccc23)cc1	4.4*	3	-2	8.9	0.0	-1	3	0.5	1	-0.9	3
COc1ccccc1-c1nnc(SCC(=O)NC2CCCCC2)n1C	0.2	-1	-6	-1.8	-1.1	2	-3	0.0	1	-0.6	2
CCCn1c(/C=C/c2ccco2)nc2ccccc21	0.7	-3	-115	0.9	-0.4	-49	3	0.0	-91	-1.2	6
COc1cc2ncnc(NCc3ccc(C)cc3)c2cc1OC	0.0	4	-2	-1.5	-2.1	-4	0	0.0	-1	-1.7	-1
Cc1ccc(S(=O)(=O)N2[C@@H](c3ccccc3)C(C(=O)O)=CC[C@H]2c2cccs2)cc1	1.0	-2	-1	-1.1	-1.5	0	-1	-0.2	-2	-1.3	0
COc1cccc(NC(=O)c2ccc(S(=O)(=O)N(C)C)cc2)c1	1.7	-4	1	-1.6	1.3	3	-3	0.1	1	-0.4	0
Cc1ccc(C(C(=O)NC2CCCCC2)N(C(=O)c2csnn2)C2CC2)cc1 (stereo unspecified)	-0.4	-5	-6	2.0	-1.4	-2	2	-0.5	0	-1.0	2
O=C(Nc1nccs1)c1ccc(NC(=O)C2CC=CCC2C(=O)O)cc1 (stereo unspecified)	0.6	-4	-3	0.0	0.3	-5	6	0.9	-2	-1.2	6
C=C(C)CSc1nncn1/N=C/c1ccc(OC)cc1	1.9	1	3	8.1	0.4	-3	3	1.4	3	-0.9	6
C[C@H](CO)N1C[C@H](C)[C@@H](CN(C)S(=O)(=O)c2ccccc2)Oc2ccc(NS(=O)(=O)c3ccccc3)cc2C1=O	-0.3	4	3	-1.1	-0.5	-7	-6	-0.2	-3	-1.1	-7
Cc1cc(C)nc(SCC(=O)Nc2ccc(N3CCOCC3)cc2)n1	0.1	-1	-1	0.9	-1.0	-5	3	-0.5	-1	-1.7	-2
CS/C(=C\[N+](=O)[O-])Nc1ccccc1	-0.1	1	1	0.9	3.4	1	2	-0.3	2	-0.1	1
CCCC(=O)NCCc1nc2ccccc2n1C	2.4	1	2	-0.7	-1.0	-1	-4	0.2	2	-1.0	-2
Cc1cc(C)nc(SCc2ccc(C(=O)N/N=C/c3ccccn3)cc2)n1	-1.2	3	0	0.6	-1.6	-1	-3	1.6	-1	-2.2	-3
COc1ccccc1NS(=O)(=O)c1ccc(NC(=O)Cc2cccs2)cc1	-0.6	1	0	0.4	-1.3	0	2	-0.9	0	-1.8	-3
O=C(NCCNc1ccc([N+](=O)[O-])cc1)c1ccc(Cl)cc1	0.3	-1	5	-2.8	-0.6	3	-3	0.2	5	-1.1	-2
CC1(C)CN(O)CCN1O	1.2	0	-2	5.0	-1.8	-1	3	-0.3	0	-1.1	-1
CCCC(=O)NC(=S)Nc1ccccc1C(=O)OC	-0.5	-3	3	0.2	0.8	2	-2	0.0	3	-1.4	3
S=C(NCc1ccccc1)NCc1ccccc1Cl	-0.2	1	-9	1.9	-1.3	-2	-3	-1.3	0	-0.9	0
N#Cc1ccc(C(=O)Oc2coc(CSc3ncccn3)cc2=O)cc1	·	3	4	2.7	0.7	0	0	·	0	0.0	·
CC(C)(CO)CNC(=O)CCc1nnc(-c2ccc(-c3ccccc3)cc2)o1	-0.7	0	-7	-7.6	-4.5	-2	-2	-0.9	-2	-2.9	-5
COc1cccc(S(=O)(=O)N(C)C[C@H]2OCc3cnnn3CCCC(=O)N([C@H](C)CO)C[C@@H]2C)c1	-0.2	3	1	-2.4	1.3	0	-2	0.6	-3	-1.0	-3
S=C(Nc1ccccn1)NC1CCCCC1	·	-6	3	-1.1	-0.7	-5	5	0.2	0	-1.7	-5
O=C(CSc1nnc(CNC(=O)c2c(F)cccc2F)o1)NCC1CCCO1 (stereo unspecified)	0.8	-4	-5	2.7	-2.5	-7	-7	-0.9	4	-0.8	-2
CC(CCN1CCOCC1)c1ccccc1 (stereo unspecified)	1.8	3	2	-0.8	-0.9	2	-5	-0.4	3	-1.3	-2
Cc1nc2ccc(S(=O)(=O)NC(C(=O)N3CCCCCC3)C(C)C)cc2s1 (stereo unspecified)	0.2	7	4	0.4	-0.6	-2	1	-0.9	0	-1.4	2
COc1ccccc1CC(=O)Nc1cc2oc3ccccc3c2cc1OC	-0.8	-1	6	-0.6	-1.9	2	0	0.0	4	-1.1	2
O=C(Nc1n[nH]c(=S)s1)c1ccc2ccccc2c1	1.3	-4	-33	14*	3.5	4	-2	16*	-17	0.4	6
COc1ccc(OC)c(NC(=O)C2CCCN(S(=O)(=O)c3cccc4cccnc34)C2)c1 (stereo unspecified)	-1.6	-6	4	-3.6	-2.5	3	-4	-1.7	1	-1.7	-2
COC(=O)c1cn(NC(=O)CC2CCCCC2)c(=O)c2ccccc12	-0.3	0	0	-0.8	-0.1	2	-1	-0.5	5	-0.7	4
CNC(=O)N1c2ccccc2NC(=O)CC1C (stereo unspecified)	-0.4	1	-1	-4.6	-1.7	1	-3	-0.6	0	-1.1	0
CS(=O)(=O)c1ccc(C(=O)NC2CCCCC2)cc1	-1.5	3	1	1.3	2.0	0	-5	0.1	1	-0.7	-2
CCOC(=O)c1sc(=NC(=O)c2cccs2)n(C)c1C	1.4	4	-13	17*	7.8*	1	31*	3.0	-6	2.5*	12*
N#C/C(C(=O)NCc1ccco1)=C1/SC(Cc2ccc(Cl)cc2)C(=O)N1c1ccccc1 (stereo unspecified)	0.7	2	-6	1.3	-1.8	2	-7	-0.1	-3	-1.6	1
O=C(Nc1ccncc1)c1ccc(Cl)c(S(=O)(=O)N2CCCCC2)c1	-4.9	5	-9	-7.2	-2.8	3	0	-7.2	3	-2.3	-5

Assay outcomes: PubChem, several laboratories
